Screens (PubChem BioAssay)
D1 PAM = human D1 dopamine receptor positive modulation; HEK293 TREx D1 cells, calcium flux, dopamine EC20 potentiation; potentiation, % at 10 µM; 360,000 tested, 0.036% active; in the data active = potentiation above about 30%; also: 0% is about no effect
Target sequence (P21728 whole entry, looked up): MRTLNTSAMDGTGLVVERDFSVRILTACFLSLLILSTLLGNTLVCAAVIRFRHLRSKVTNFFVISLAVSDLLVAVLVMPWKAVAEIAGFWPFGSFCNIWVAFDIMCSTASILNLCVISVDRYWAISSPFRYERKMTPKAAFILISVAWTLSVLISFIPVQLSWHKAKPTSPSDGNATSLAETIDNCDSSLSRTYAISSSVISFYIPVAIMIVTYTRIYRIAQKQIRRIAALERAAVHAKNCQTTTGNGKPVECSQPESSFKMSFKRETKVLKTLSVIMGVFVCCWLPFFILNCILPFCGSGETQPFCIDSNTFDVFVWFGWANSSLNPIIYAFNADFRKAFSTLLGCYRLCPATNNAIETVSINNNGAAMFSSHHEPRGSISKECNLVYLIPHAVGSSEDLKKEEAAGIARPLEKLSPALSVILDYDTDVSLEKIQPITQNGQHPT
D2 potentiator = positively modulates the human D2 dopamine receptor allosterically. P14416. HEK293 T-REx D2, calcium flux, EC20 dopamine potentiation. potentiation, % at 10 µM. 340,000 tested, 0.34% active. AID 485347;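 active = potentiation over 3 SD above the plate norm, cut at about 30% in these data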; also: 0% is about no effect
Target sequence (P14416 whole entry, looked up): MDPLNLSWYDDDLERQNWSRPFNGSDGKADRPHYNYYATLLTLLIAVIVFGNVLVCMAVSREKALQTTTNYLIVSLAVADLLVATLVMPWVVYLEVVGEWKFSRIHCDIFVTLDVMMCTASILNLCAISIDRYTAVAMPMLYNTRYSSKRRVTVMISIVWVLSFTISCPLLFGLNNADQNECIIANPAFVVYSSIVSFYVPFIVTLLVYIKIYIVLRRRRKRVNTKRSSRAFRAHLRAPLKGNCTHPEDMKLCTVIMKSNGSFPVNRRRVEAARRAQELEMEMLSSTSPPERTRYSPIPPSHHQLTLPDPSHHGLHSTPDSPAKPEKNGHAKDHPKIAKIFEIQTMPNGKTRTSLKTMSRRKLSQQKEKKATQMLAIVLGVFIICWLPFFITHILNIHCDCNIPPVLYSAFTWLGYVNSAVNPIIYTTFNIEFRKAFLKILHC
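Cells plated with tetracycline inducer and held overnight at 30 C; calcium dye loaded 30–90 min at room temperature; baseline taken, compound added and read 180 s; EC20 dopamine then added and read 180 s.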
D2 agonist = activates the human D2 dopamine receptor; P14416; HEK293 T-REx D2 cells, calcium flux agonist mode; activation, % at 2 µM; 340,000 tested, 0.53% active;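 active = activation over 3 SD above normal in the single-dose calcium agonist read, cut at about 30% in these data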; also: 0% is about no effect
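Agonism is scored from calcium flux in a force-coupled, inducible HEK293 cell line expressing D2, read kinetically for 180 s after compound addition against dopamine controls.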
RXFP1 agonist = activates the human relaxin receptor RXFP1 | HEK293T-RXFP1 cAMP TR-FRET, 30 min; response scale: percent of porcine relaxin response, buffer zero | Potency, µM (top dose mostly 57.5 µM), without a hit: at the top dose activation, usual class: activators | 370,000 tested, 0.3% active | AID 2676; active = well fitted activation curve with a large enough effect; inconclusive = small, poorly fitted or top-dose-only effect; also: potency is read from the fitted curve at half-maximal effect; % is scaled to controls: 0 for no effect and ±100 for the full control effect; nearly all actives have a fitted effect of over 60% in size; many of its hits are not listed in these tables
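cAMP rise read by TR-FRET after 30 min, 37C compound exposure (up to 58 uM) in RXFP1-transfected HEK293 cells with Ro 20174 present. EC50 from Hill-equation fits, with 29 nM porcine relaxin as 100% and buffer as basal.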
TRHR PAM = allosterically enhances the human TRH receptor | enhancement, % at 2 µM | TRHR cells, fluo-8 calcium fluorescence, EC20 TRH enhancement | 360,000 tested, 0.66% active | AID 493056 | P34981; in the data active = enhancement above about 30%; also: 0% is about no effect
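TRHR-expressing cells loaded with fluo-8 calcium dye were read kinetically (ex 480/em 530) during compound addition, then stimulated with an EC20 of TRH (10 nM final). Enhancement of the Gq-mediated intracellular calcium response was scored.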
D1 antag = blocks dopamine activation of the human D1 receptor | AID 504652 | 360,000 tested, 3.2% active | activity change, negative = inhibition, % at 10 µM | P21728 | HEK293 TREx D1 cells, calcium flux, dopamine EC80; stronger effect = lower value; in the data active = activity change below about -30%; also: % is scaled to controls: 0 for no effect and ±100 for the full control effect
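Using tetracycline-induced force-coupled D1 Hek293 cells and a calcium dye, signals were followed for 180 s after compound, then for 180 s after EC80 dopamine, to detect inhibitors.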
RXFP1 antag = blocks the human relaxin receptor RXFP1; activity change, negative = inhibition, % at 57.5 µM; AID 1259400; 350,000 tested, 0.59% active; HEK293-RXFP1, relaxin-stimulated cAMP HTRF, 30 min; stronger effect = lower value; Q9HBX9;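 active = activity change of -60% or lower, but not beyond a set lower limit; inconclusive = change between -60% and -40%, or beyond the set limit; inactive = change above -40%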; also: % is scaled to controls: 0 for no effect and ±100 for the full control effect
D2 antag = antagonizes the human D2 dopamine receptor; 340,000 tested, 2% active; HEK293 TREx D2 cells, calcium flux, dopamine EC80; P14416; inhibition, % at 10 µM; in the data active = inhibition above about 30%; also: 0% is about no effect
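Overnight-induced (tetracycline, 30 C) HEK293 T-REx cells carrying force-coupled D2 receive a no-wash calcium dye, then compound, then EC80 dopamine at 180 s; signals are read kinetically throughout.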
D1 agonist = human D1 receptor agonism. AID 504660. HEK293 T-REx D1 cells, calcium flux, agonist mode. activation, % at 2 µM. 360,000 tested, 1% active. P21728; in the data active = activation above about 30%; also: 0% is about no effect
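Agonism was scored from calcium flux recorded over 180 s (1 read/s) after pintool compound addition, following a 10-cycle baseline. Cells were inducible force-coupled HEK293 TREx D1, plated overnight at 30 C and loaded with no-wash calcium dye.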
An asterisk follows results filed as active; ? = inconclusive; nt = no result given; & = joins results of further samples. These rows are one share of the data; the hit share may differ from the screen's.

Results follow in this order: D1 PAM | D2 potentiator | D2 agonist | RXFP1 agonist | TRHR PAM | D1 antag | RXFP1 antag | D2 antag | D1 agonist
[1] CCOC(=O)C(/C=C(\C#N)C(=O)OCC)=C(/N)N1CCN(c2ccc(OC)cc2)CC1
    -4 | 3 | -0.4 | 2.8% | 3 | 0 | -9 | 3 | 0
[2] O=C(O)c1cc(S(=O)(=O)NCc2ccco2)c(Cl)cc1Cl
    -8 | 8 | -1.6 | -0.4% | 0 | -3 | 2 | -8 | 1
[3] Cc1cccc2nc(CSCc3ccco3)cn12
    -2 | 10 | -0.1 | 3.9% | -14 | 0 | -5 | -23 | 1
[4] Cc1ccc(CSc2nnc3[nH]c(=O)cc(C)n23)cc1
    2 | 12 | -1.2 | 3.1% | -3 | nt | -5 | nt | -1
[5] Cc1c(OCC(=O)N[C@@H](CSCc2ccccc2)C(=O)O)ccc2c3c(c(=O)oc12)CCC3
    3 | 17 | 0.1 | 3.8% | -7 | 2 | nt | 31* | 3
[6] O=C(NC1CCCC1)c1cccc(S(=O)(=O)N2CCCCC2)c1
    -4 | -3 | -1.1 | 1.7% | 3 | -3 | -4 | -16 | 6
[7] Cc1ccnc2nc(C(=O)OCC(=O)Nc3ccccc3C(C)(C)C)nn12
    0 | -3 | 0.8 | 12% | -3 | -7 | 10 | 1 | 2
[8] Cn1c(-c2ccccc2)cccc1=O
    -4 | 2 | -1.0 | 3.6% | -1 | 11 | 2 | 2 | 6
[9] CCOC(=O)Cc1cc(=O)c2c(=O)n(-c3ccccc3)[nH]c2[nH]1
    9 | 12 | 0.2 | 2.0% | 15 | 7 | -4 | -13 | 1
[10] Cc1ccc(-c2nc(N/N=C/c3ccccc3[N+](=O)[O-])c3ccccc3n2)cc1
    -6 | -3 | 0.4 | 1.0% | 22 | -14 | 0 | -9 | 0
[11] Cc1c(C(=O)N(C)Cc2ccccc2)sc2nc(-c3ccc(F)cc3)cn12
    -3 | nt | -0.1 | 4.0% | 4 | -4 | -68* | nt | 5
[12] CCOc1ccc(NC(=O)Cc2c[nH]c3ccccc23)cc1
    -2 | 2 | nt | 0.3% | 0 | -1 | -10 | nt | 0
[13] O=C(NNC(=O)c1ccccc1OCc1ccccc1)c1ccccc1O
    -1 | -1 | -0.2 | -1.3% | 1 | 5 | -4 | 8 | 2
[14] COC(=O)C1=C(O)/C(=C\c2sccc2C)N=C1C
    -3 | -17 | -1.0 | 0.7% | 2 | 13 | -5 | -24 | 0
[15] CC(CNC(=O)c1ccc(Br)o1)NC(=O)c1ccc(Br)o1 (configuration not stated)
    -5 | -2 | 0.4 | 2.0% | 3 | -14 | 0 | 11 | 2
[16] O=C(NNc1nc2c(F)cccc2s1)c1cc(=O)c2ccccc2o1
    -3 | 7 | 0.3 | -0.9% | -2 | -5 | nt | -14 | 0
[17] O=C(NCc1ccccc1Cl)c1cnccn1
    4 | 0 | -0.1 | 0.0% | 3 | 1 | -10 | -6 | 0
[18] COc1ccc(-c2ccnc3c2c(=O)n(C)c(=O)n3C)cc1OC
    0 | -10 | 0.7 | 0.1% | 7 | -11 | nt | nt | 0
[19] Cc1nc(-c2ccc(S(=O)(=O)N3CCN(CCc4ccccc4)CC3)s2)cs1
    -3 | -2 | 1.0 | 19% | -2 | -29 | -23 | -6 | 1
[20] COc1cc(Cl)c(C)cc1NC(=O)C(OC(=O)CNC(=O)c1ccccc1)c1ccccc1 (configuration not stated)
    -6 | nt | nt | nt | -2 | -5 | nt | nt | 11
[21] CC(=O)Nc1nnc(SCC(=O)Nc2nc(C)cs2)s1
    -3 | 3 | 0.1 | 1.6% | 4 | 4 | -2 | -11 | 2
[22] CCOc1ccc(C2=NNC(c3cccs3)=Nc3ccc(OC)cc32)cc1OCC
    -2 | 15 | 1.4 | 3.4% | -3 | 6 | -10 | -5 | 1
[23] CCOC(=O)c1c(C)[nH]c(C)c1S(=O)(=O)N(C)CC(=O)N1CCN(c2ccc(Cl)cc2)CC1
    -4 | -3 | nt | -3.2% | 25 | -9 | nt | nt | 4
[24] O=C(O)CNC(=O)CCn1nnc2ccccc2c1=O
    -7 | -5 | 1.3 | 7.9% | -1 | -13 | -4 | -10 | 1
[25] COC(=O)COc1cccc(/C=N/NC(=O)CCSc2ccccc2)c1
    -4 | 1 | 0.0 | -1.4% | -1 | -34* | -16 | -6 | 5
[26] CN(C)S(=O)(=O)c1cccc(NC(=O)Cn2cnc3ccccc3c2=O)c1
    -2 | 15 | -1.0 | 3.0% | 13 | -4 | 12 | -9 | 2
[27] CCC(C)Sc1nc2c(c(=O)n1C)SC(C)C2 (configuration not stated)
    -6 | 52* | -0.7 | 0.1% | -1 | 6 | -11 | -4 | 0
[28] CC(=O)c1ccc(S(=O)(=O)N2CCn3cccc3C2c2ccc(C)cc2)cc1 (configuration not stated)
    -1 | 4 | 0.5 | -1.3% | -1 | nt | 4 | nt | 0
[29] O=C1NC(=S)S/C1=C\c1coc2ccc(O)cc2c1=O
    -4 | 9 | -0.1 | 11% | 7 | 1 | 14 | -7 | 1
[30] CC(Sc1nc2ccccc2s1)C(=O)N1CCOCC1 (configuration not stated)
    -2 | -2 | 1.7 | 0.1% | 2 | -2 | -3 | -8 | 0
[31] N#CCCN(C(=O)COC(=O)c1cc(=O)c2ccccc2o1)c1ccccc1
    nt | 2 | 0.4 | 0.7% | 0 | 8 | -9 | 7 | 5
[32] O=C(NCc1ccccn1)C(=O)C1C(=O)Nc2ccccc21 (configuration not stated)
    0 | -2 | -0.4 | -1.9% | 7 | -1 | 0 | -3 | 2
[33] CC1CN(CCOc2ccc([N+](=O)[O-])cc2)CC(C)O1 (configuration not stated)
    6 | 5 | -1.0 | 1.4% | 28 | 1 | 7 | -7 | 4
[34] N=c1c2c3c(sc2ncn1Cc1ccccc1)CCCC3
    5 | nt | nt | 0.0% | -5 | -7 | -3 | nt | 5
[35] Cc1ccc2nc(-c3ccccn3)c(Nc3ccccc3C)n2c1
    4&2 | -7 | -0.4&-0.7 | 0.1%&3.7% | -8&7 | 8&7 | ? | -4 | 4&0
[36] COc1ccc(C(=O)Nc2cccc(/C=C(\CCC(=O)O)c3nc4ccccc4s3)c2)cc1
    -6 | -24 | -0.2 | 0.1% | 10 | -7 | 7 | 26 | -1
[37] O=C(c1ccccc1Oc1nnnn1-c1ccccc1)N1CCOCC1
    -3 | nt | 0.0 | 0.6% | -8 | 4 | 11 | 28 | 3
[38] CCCCCOc1ccc(/C=C/C(=O)Nc2sc(C)c(C)c2C(=O)OCC)cc1OC
    2 | -4 | nt | 4.3% | 2 | 9 | -4 | nt | -2
[39] Cc1ccc(N=Nc2ccc(O)c(/C=N\NC(=O)c3ccc(N)cc3)c2)cc1C
    1 | -1 | 0.4 | 0.9% | 2 | 2 | 13 | 8 | 0
[40] COc1ccc(CNC(=S)Nc2ccc(F)c(Cl)c2)cc1OC
    -9 | 8 | 0.4 | 0.6% | -2 | nt | -2 | 9 | 18
[41] CC(C)c1ccc(NC(=O)CSc2nc(-c3ccccc3F)nc3nc[nH]c23)cc1
    -3 | nt | nt | 25% | 6 | 10 | -20 | nt | 4
[42] COCCCNC(=S)N1CCC(NC(=O)Nc2ccc(C)cc2)CC1
    2 | -4 | 0.5 | -0.6% | -6 | -3 | -11 | -4 | 2
[43] CCOc1ccc(/C=N/NC(=O)c2cccc3ccccc23)c(OCC)c1
    0 | -1 | -0.6 | -5.0% | -6 | 17 | -10 | -9 | 1
[44] O=C(NCc1cccnc1)c1c(O)c2cccc3c2n(c1=O)CCC3
    4 | 10 | -0.6 | 8.3% | 2 | 72 | 2 | -5 | 1
[45] COc1ccccc1CNC(=O)c1ccc(NS(=O)(=O)c2c(C)noc2C)cc1
    -1 | -4 | 0.8 | 2.2% | 0 | -6 | 1 | 9 | 3
[46] Cc1noc(C)c1COc1ccc(C(=O)N2CCN(c3cccc(Cl)c3)CC2)cc1
    3 | -4 | 0.4 | 0.1% | -1 | -15 | -9 | 0 | 4
[47] CCSc1ccc([C@@H]2[C@@H]3C(=O)N(C)C(=O)[C@@H]3[C@]3(C(=O)OC)CCCCN23)cc1
    0 | nt | nt | 1.6% | -1 | -12 | nt | nt | 8
[48] CC1(C)CC(=O)C(C2C3=C(CC(C)(C)CC3=O)OC3=C2C(=O)CC(C)(C)C3)=C(O)C1
    -7 | -3 | 1.3 | -0.2% | 1 | -1 | 17 | 29 | 0
[49] c1ccc(CN2CCN(c3ncnc4c3cnn4-c3ccccc3)CC2)cc1
    -1 | 15 | 0.4 | 2.1% | -1 | 1 | -12 | nt | -5
[50] Oc1cccc(C(Nc2ccccn2)c2ccc3cccnc3c2O)c1Cl (configuration not stated)
    -4 | 5 | -0.1 | 4.3% | -1 | -5 | ? | nt | 2
[51] CCS(=O)(=O)NC(C)C(c1cccs1)N1CCN(c2ccc(F)cc2)CC1 (configuration not stated)
    -6 | -4 | 1.9 | -0.1% | -9 | -21 | -11 | 40* | 2
[52] Cc1cccc(NC(=O)c2nc[nH]c2C(=O)N[C@@H](Cc2ccccc2)C(=O)OCc2ccccc2)c1
    -5 | -2 | 1.1 | 1.8% | 6 | -7 | nt | -18 | 4
[53] Cn1ncc(Br)c1C(=O)NC(=S)N1CCN(c2ccccn2)CC1
    1 | 0 | 10 | -0.4% | -2 | -1 | -3 | -9 | 2
[54] CCOc1cc(C2C(C(=O)O)c3cc(OCC)c(OCC)cc3C(=O)N2C)ccc1O (configuration not stated)
    -5 | 7 | 1.1 | -1.1% | -2 | -2 | -8 | 0 | 0
[55] Cc1nc2ccccc2nc1N1CCC(C)CC1
    -1 | -4 | 0.3 | 3.3% | 3 | -20 | -1 | -9 | 2
[56] COc1cc(OC)cc(C(C(=O)NC2CCCCC2)N(C(=O)c2ccno2)c2ccccc2)c1 (configuration not stated)
    5 | 3 | -0.1 | -1.6% | -1 | 0 | 6 | -2 | -2
[57] COC(=O)c1ccccc1NC(=O)CN(c1ccc(C)cc1)S(C)(=O)=O
    11 | 0 | -0.9 | -0.8% | -4 | 21 | 0 | 5 | -1

Whole records, looked up by structure:
`Cn1ncc(Br)c1C(=O)NC(=S)N1CCN(c2ccccn2)CC1` across the screens: D1 PAM: 1; D2 potentiator: 0; D2 agonist: 10; RXFP1 agonist: -0.4%; TRHR PAM: -2; D1 antag: -1; RXFP1 antag: -3; D2 antag: -9; D1 agonist: 2
`Cc1noc(C)c1COc1ccc(C(=O)N2CCN(c3cccc(Cl)c3)CC2)cc1` across the screens: D1 PAM: 3; D2 potentiator: -4; D2 agonist: 0.4; RXFP1 agonist: 0.1%; TRHR PAM: -1; D1 antag: -15; RXFP1 antag: -9; D2 antag: 0; D1 agonist: 4
